Bioassay records as filed in PubChem BioAssay.
SMARCA2 act – SMARCA2 (BRM) function activators, primary screen, cell-based, luminescence, high throughput | MG213 cells, MMTV-luciferase reporter, dexamethasone, overnight | activation, % at 9.1 µM | 1% of 370,000 active | AID 652017, 2013; in the data active = activation above about 7.8%;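 note: 0% = vehicle wells and 100% = reference activator wells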
hcDAF-12 act – H. contortus DAF-12 nuclear receptor activators, primary screen, cell-based, luminescence, HEK293, lit1-tk-luc reporter; HEK293 hcDAF-12 lit1-tk-luc reporter; 0% DMSO, 100% Δ7-dafachronic acid; activation, % at 6.8 µM; 1.4% of 370,000 active; AID 652067, 2013;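 active = activation above the mean of all tested compounds plus 3 SD, cut at about 5.5% in these data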;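 note: 100% = response to 3 µM Δ7-dafachronic acid high control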
FXN GAA850 act – FXN promoter activators, primary screen, cell-based, luciferase luminescence, HEK293 lucGAA850 | activation, % at 6 µM | 0.56% of 360,000 active | HEK293 lucGAA850 FXN promoter luciferase reporter, 24 h; percent of 10 µM SAHA response | AID 540364, 2011;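 active = activation above the average of all compounds screened plus 3 SD, cutoff fixed separately per campaign, cut at about 7.5% in these data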;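 note: 0% = DMSO wells and 100% = 10 µM SAHA wells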
DAX1 inh-1 – DAX1 (NR0B1) inhibitors, primary screen, cell-based, HEK293, Gal4-DAX1, luciferase luminescence; HEK293 Gal4-DAX1 luciferase reporter; inhibition, % at 6.75 µM; 0.99% of 340,000 active; AID 504766, 2011;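 active = inhibition above the mean over all tested compounds plus 3 SD, cut at about 4.2% in these data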;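 note: 0% = DAX1-transfected cells with DMSO and 100% = empty-vector control cells with DMSO; inhibition shows as a rise in luminescence from relieved DAX1 repression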
ssDAF12 agonist – S. stercoralis DAF-12 nuclear receptor activators, primary screen, cell-based, luminescence, HEK293, GRIP1 co-expression, lit1-tk-luc; Nuclear hormone receptor DAF-12 (Strongyloides stercoralis); HEK293 ssDAF-12/GRIP1 lit1-tk-luc reporter; % of 3 µM dafachronic acid response; activation, % at 6.8 µM; 1% of 370,000 active;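 active = activation above the mean over all tested compounds plus 3 SD, cut at about 0.9% in these data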;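 note: 0% = DMSO-only wells and 100% = 3 µM delta7-dafachronic acid wells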
hgDAF-12 ag – H. glycines DAF-12 receptor agonists, primary screen, cell-based, luminescence, HEK293, GAL4 fusion, UAS-luciferase; Nuclear hormone receptor DAF-12 (Heterodera glycines), GAL4 fusion; HEK293 GAL4-hgDAF12 UAS-luciferase reporter, agonist luminescence; normalized to butyrate control; activation, % at 6.8 µM; 1.8% of 370,000 active; AID 687014, 2013;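 active = activation above a cutoff set at the mean of all screened compounds plus 3 SD, cut at about 10% in these data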;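 note: 0% = DMSO wells and 100% = sodium butyrate wells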
sPLA2-III inh – human group III sPLA2 inhibitors, primary screen, biochemical, QFRET, BODIPY PC-A2 liposome substrate | Group 3 secretory phospholipase A2 (Homo sapiens), Q9NZ20 | QFRET BODIPY PC-A2 liposome hydrolysis, fluorescence | inhibition, % at 12.2 µM | 0.56% of 370,000 active | AID 743126, 2013;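 active = inhibition above mean plus 3 SD of compounds lying within the high and low control bounds, cut at about 19% in these data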;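 note: 0% = median of test compound wells and 100% = no enzyme DMSO wells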
GC-B act – human GC-B receptor activators, primary screen, HEK293 GC-B cells, cGMP TR-FRET, EC30 CNP; Atrial natriuretic peptide receptor 2 (Homo sapiens), P20594; 0% at EC30 CNP, 100% saturating CNP; activation, % at 10 µM; 0.11% of 370,000 active; AID 1920062, 2024;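 active = activation at 10 µM reaching about 35% in either raw or pattern-adjusted values, limit read from the data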
Target sequence (P20594 whole entry, looked up): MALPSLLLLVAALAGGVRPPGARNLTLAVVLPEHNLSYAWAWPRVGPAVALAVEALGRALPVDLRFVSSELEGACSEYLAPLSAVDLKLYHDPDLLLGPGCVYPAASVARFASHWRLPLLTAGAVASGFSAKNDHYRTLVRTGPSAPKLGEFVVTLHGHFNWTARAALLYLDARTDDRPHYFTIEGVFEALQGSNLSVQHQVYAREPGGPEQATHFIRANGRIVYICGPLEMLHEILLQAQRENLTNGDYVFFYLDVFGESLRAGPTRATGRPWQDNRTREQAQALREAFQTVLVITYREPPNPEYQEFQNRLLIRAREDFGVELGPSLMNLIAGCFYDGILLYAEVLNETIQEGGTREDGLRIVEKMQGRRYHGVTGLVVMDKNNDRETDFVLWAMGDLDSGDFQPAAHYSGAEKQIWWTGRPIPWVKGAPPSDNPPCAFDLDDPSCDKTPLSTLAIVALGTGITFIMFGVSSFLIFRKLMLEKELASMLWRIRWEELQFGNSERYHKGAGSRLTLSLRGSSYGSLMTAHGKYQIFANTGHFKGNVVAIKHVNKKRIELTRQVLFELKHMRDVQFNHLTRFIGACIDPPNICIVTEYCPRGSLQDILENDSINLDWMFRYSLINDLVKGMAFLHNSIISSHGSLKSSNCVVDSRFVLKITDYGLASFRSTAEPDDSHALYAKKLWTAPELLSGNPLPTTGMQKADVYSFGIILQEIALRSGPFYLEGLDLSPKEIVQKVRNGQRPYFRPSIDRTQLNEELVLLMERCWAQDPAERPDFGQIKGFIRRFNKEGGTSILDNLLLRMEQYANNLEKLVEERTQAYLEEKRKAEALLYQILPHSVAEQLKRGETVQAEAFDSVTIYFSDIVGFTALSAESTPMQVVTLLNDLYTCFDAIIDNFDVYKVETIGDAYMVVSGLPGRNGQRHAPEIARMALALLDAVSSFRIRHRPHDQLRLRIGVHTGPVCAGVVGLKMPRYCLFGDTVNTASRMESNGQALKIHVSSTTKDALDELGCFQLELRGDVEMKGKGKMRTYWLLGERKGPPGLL
GC-A act – GC-A stimulated cGMP production enhancers – HEK293 GC-A cells, cGMP TR-FRET, EC30 ANP, primary screen; Atrial natriuretic peptide receptor 1 (Homo sapiens), P16066; 0% at EC30 ANP, 100% saturating ANP; activation, % at 10 µM; 0.14% of 370,000 active; AID 1671463, 2021; in the data active = activation above about 40%
ADAM10 inh – human ADAM10 inhibitors, primary screen, biochemical, QFRET, HTS; AID 720582, 2013; 0.62% of 370,000 active; inhibition, % at 7 µM; recombinant ADAM10, EDANS/DABCYL FRET peptide cleavage, 3 h; Disintegrin and metalloproteinase domain-containing protein 10 (Homo sapiens), O14672;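 active = inhibition above a per-campaign cutoff equal to the mean of compounds falling between control-based bounds plus 3 SD, cut at about 20% in these data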;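 note: 0% = DMSO wells while the 100% control is not disclosed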
DAX1 inh-2 – DAX1 (NR0B1) inhibitors on StAR promoter, primary screen, cell-based, luminescence, SF-1 (NR5A1), full-length DAX-1; HEK293T StAR-luciferase reporter, SF-1/DAX-1 repression relief; inhibition, % at 6.8 µM; 1.1% of 370,000 active; AID 652010, 2013;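 active = inhibition above the mean over all tested compounds plus 3 SD, cut at about 3.6% in these data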;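 note: 0% = DAX-1 cells with DMSO and 100% = cells lacking DAX-1 with DMSO; higher inhibition means more luminescence from relief of DAX-1 repression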
* = called active by the depositor; i = inactive; . = not tested or not shown. Random draw from the library. Share with any hit: about 6.6%.

SMILES	SMARCA2 act	hcDAF-12 act	FXN GAA850 act	DAX1 inh-1	ssDAF12 agonist	hgDAF-12 ag	sPLA2-III inh	GC-B act	GC-A act	ADAM10 inh	DAX1 inh-2
CCN(CC(=O)Nc1c(F)cccc1F)C(=O)c1ccc2c(c1)OCO2	-1	-0.3	-0.2	-0.4	-0.8	-0.4	5	4	3	4	-1.2
CC1(C(=O)NS(=O)(=O)c2ccc3c(c2)CCO3)CCN1C(=O)C1(c2ccc(Cl)cc2)CCC1 (centres undefined)	-2	-1.6	2.9	.	-0.6	-2.2	-3	-5	2	-5	-0.9
Cc1cccc(NC(=O)Nc2ccc(C)c(C)c2)n1	5	6.2*	5.9	2.0	0.6	6.7	-3	-1	-2	3	0.8
CN(CCc1ccccn1)C(=O)Nc1ccc(Cl)cc1	-1	0.1	3.5	-0.9	-1.8	2.5	3	-1	6	0	0.8
Cc1ccc(-c2csc3nc[nH]c(=O)c23)cc1	-3	-1.9	1.3	1.4	-1.5	-1.9	-6	1	-2	10	-0.1
CCc1nnc(NC(=O)C2Cc3ccccc3CN2S(=O)(=O)c2c(C)c(C)cc(C)c2C)s1 (centres undefined)	0	0.6	2.5	0.4	-0.8	3.5	-10	-3	-4	-2	-0.8
CC(=O)Nc1ccc(NC(=O)CCc2nc3sc4c(c3c(=O)[nH]2)CCCC4)cc1	0	-0.3	-2.8	-0.5	-1.1	0.2	-1	1	5	-11	0.1
COc1ccc(/C=N/Nc2nonc2N)cc1OC	2	-2.9	4.3	-0.2	-0.7	-1.3	-1	1	1	4	0.0
NS(=O)(=O)c1ccc(CNS(=O)(=O)c2ccc3c(c2)OCCO3)cc1	-2	-2.5	0.3	1.1	-1.4	-0.3	2	3	0	-3	-1.3
CCc1nc2c(OCc3ccc(Cl)cc3Cl)cccn2c1N(C)C(=O)CC(C)C	-2	-2.8	0.5	.	-1.2	-2.0	0	-7	-5	-3	-1.9
CC1(C(=O)NS(=O)(=O)c2ccc(Br)cc2)CCN1C(=O)c1cccc(F)c1 (centres undefined)	-3	-0.7	-0.9	.	-1.3	-0.4	0	-3	1	-11	-0.4
COc1ccc(CCNC(=O)c2ccc(Cl)c(S(=O)(=O)N3CCCC3)c2)cc1	-2	-2.8	-2.0	-2.0	-2.1	-3.1	-13	-2	-2	-11	-3.9
CCOc1cccc(/C(O)=C2/C(=O)C(=O)N(CCOC)C2c2ccncc2)c1 (centres undefined)	1	-0.7	2.0	0.9	-1.3	1.1	1	1	4	3	0.3
CCOC(=O)CC(=O)Nc1ccccc1C(=O)O	1	-0.6	0.1	0.0	-1.0	0.8	0	0	1	-8	0.3
CCOC(=O)c1cnc2ccc(OCC)cc2c1NCc1ccccc1OC	-3	-0.8	-1.6	1.4	-1.0	-3.4	24*	-5	4	-20	-1.0
COC(=O)c1ccc2c(=O)n(CCN3CCOCC3)c(SCC(=O)NCc3ccccc3)nc2c1	-2	-1.4	0.0	1.1	-1.6	5.9	3	0	-3	-3	-0.7
CCOC(=O)C1(Cc2ccc(Cl)cc2)CCN(C(=O)c2cscn2)CC1	-4	0.3	0.5	-0.8	-1.4	-4.8	6	0	0	-8	1.5
O=C(Nc1ccccc1)c1ccc(NC2CCCCC2)c(S(=O)(=O)N2CCOCC2)c1	-2	-0.1	-0.1	0.0	-1.6	-2.5	-19	9	4	11	-0.9
O=C(Nc1ccc2c(c1)nc1n2CCN(Cc2ccccc2)C1)c1cccs1	-1	-2.1	-0.1	-0.3	-1.3	-1.1	-2	2	4	-54	-0.4
Cc1sc(NC(=S)NC(=O)c2ccco2)c(C#N)c1C	-1	0.8	2.7	-1.8	-0.8	1.9	14	0	-5	-3	1.0
Cc1csc(-c2cnn(-c3ccccc3)c2NC(=O)c2cccc(C(F)(F)F)c2)n1	-2	-2.0	0.1	0.4	-1.4	-0.2	-24	2	1	3	-0.9
O=C(Nc1ccncc1)c1ccc2c(c1)S(=O)(=O)c1ccccc1C2=O	0	-2.4	-1.5	0.2	-1.3	0.1	2	-1	2	1	-0.5
Cc1sc2ncnc(Sc3ccccc3C(=O)O)c2c1C	-2	1.4	0.7	-0.5	-0.9	-1.5	1	9	30	13	-0.1
O=C(CNC(=O)c1ccccc1)Oc1cccc(Cl)c1	0	1.6	-0.3	.	0.2	1.4	-2	2	4	-1	-0.6

Next part, overlapping the part above by two compounds.
SMILES	SMARCA2 act	hcDAF-12 act	FXN GAA850 act	DAX1 inh-1	ssDAF12 agonist	hgDAF-12 ag	sPLA2-III inh	GC-B act	GC-A act	ADAM10 inh	DAX1 inh-2
Cc1sc2ncnc(Sc3ccccc3C(=O)O)c2c1C	-2	1.4	0.7	-0.5	-0.9	-1.5	1	9	30	13	-0.1
O=C(CNC(=O)c1ccccc1)Oc1cccc(Cl)c1	0	1.6	-0.3	.	0.2	1.4	-2	2	4	-1	-0.6
Cc1cccc(C)c1NC(=O)C1CCCN1C(=O)OC(C)(C)C (centres undefined)	-4	-0.9	2.4	-0.2	-1.5	0.3	-1	-5	-5	5	-0.1
COc1ccc(Nc2nc(N)c([N+](=O)[O-])c(N3CCOCC3)n2)cc1	4	-0.4	2.2	-0.4	-1.9	1.8	-4	1	-2	3	-0.5
CCNC(=O)Cc1ccc(NS(=O)(=O)c2ccc(F)cc2)cc1	-4	-1.2	3.1	0.9	-0.7	-1.6	-2	-5	0	-2	-0.1
O=C(C1CCCN(Cc2ccc(Br)cc2)C1)N1CCCCC1 (centres undefined)	-4	-3.6	-2.0	-2.2	-2.0	-5.4	-4	5	-1	-1	-0.8
C=CCCCCCCCCc1nc(=S)[nH][nH]1	1	-1.2	0.0	2.2	-1.0	0.8	3	0	5	15	-0.2
O=C(O)C1C2C=CC(C2)C1C(=O)NCc1ccco1 (centres undefined)	-2	-0.5	0.4	-0.6	-0.8	1.8	-4	-1	4	-2	0.5
COc1ccc(OC)c(CN2CCN(Cc3cc(=O)oc4cc(O)ccc34)CC2)c1	7	-2.4	0.2	2.3	-0.7	-3.3	-17	-1	-3	i	-0.5
CCN(CC)C(=O)Cn1cc(C(=O)C(=O)NCc2ccccn2)c2ccccc21	0	-0.4	1.3	0.1	-1.1	1.0	2	4	4	8	-0.1

The results go on.
| mol | SMARCA2 act | hcDAF-12 act | FXN GAA850 act | DAX1 inh-1 | ssDAF12 agonist | hgDAF-12 ag | sPLA2-III inh | GC-B act | GC-A act | ADAM10 inh | DAX1 inh-2 |
| --- | --- | --- | --- | --- | --- | --- | --- | --- | --- | --- | --- |
| CN1OC[C@@H]2CN[C@H](c3cccc(N4CCOCC4)c3)C[C@@H]21 | -2 | -0.7 | -0.1 | 1.1 | -1.0 | 4.0 | 13 | 3 | 3 | -14 | 1.4 |
| O=C(COC(=O)c1cc(S(=O)(=O)N2CCCC2)ccc1O)Nc1ccccc1Br | -3 | 0.0 | 0.6 | 0.6 | -1.1 | -0.7 | -2 | -1 | -5 | -14 | -1.4 |
| C[C@H](CO)N1C[C@H](C)[C@@H](CN(C)C(=O)Nc2ccc3c(c2)OCO3)Oc2c(NS(=O)(=O)c3cn(C)cn3)cccc2C1=O | 0 | -1.3 | -1.3 | -0.9 | -0.9 | -0.6 | 5 | 2 | -2 | 2 | 0.1 |
| CC1=C(C(=O)N2CCOCC2)CC(CC(=O)NCC2CCCCC2)C(=O)N1CCC1=CCCCC1 (centres undefined) | 0 | 0.4 | -1.5 | -0.3 | -0.7 | 2.9 | 0 | -1 | 2 | 1 | 0.1 |
| N#CC1=C(N)C(C#N)(C#N)[C@H](c2ccoc2)[C@H]2CN(Cc3ccccc3)CC=C12 | -1 | -0.9 | -0.2 | 1.1 | -0.9 | 1.8 | -18 | -4 | 0 | -227 | -0.7 |
| O=C(NCC(c1ccccc1)c1ccccc1)[C@H](Cc1ccccc1)NC1(C(=O)NC2CCCCC2)CCCCCC1 | . | -3.3 | . | . | -1.6 | -1.2 | 12 | -3 | -2 | -1 | . |
| Cc1nnc2ccc(-c3ccc(NC(=O)c4cccnc4Cl)cc3)nn12 | -3 | 1.1 | 1.9 | 0.5 | -0.6 | -1.0 | 6 | 5 | 3 | -47 | 0.2 |
| Cc1ccc(Cl)cc1NC(=O)CSc1sc2c(O)cc(=O)[nH]c2c1C#N | 0 | 2.5 | 1.5 | -0.3 | -0.4 | 2.3 | 2 | -2 | 2 | -17 | -0.6 |

The closing two entries of the section above are carried over, then new ones follow.
| mol | SMARCA2 act | hcDAF-12 act | FXN GAA850 act | DAX1 inh-1 | ssDAF12 agonist | hgDAF-12 ag | sPLA2-III inh | GC-B act | GC-A act | ADAM10 inh | DAX1 inh-2 |
| --- | --- | --- | --- | --- | --- | --- | --- | --- | --- | --- | --- |
| Cc1nnc2ccc(-c3ccc(NC(=O)c4cccnc4Cl)cc3)nn12 | -3 | 1.1 | 1.9 | 0.5 | -0.6 | -1.0 | 6 | 5 | 3 | -47 | 0.2 |
| Cc1ccc(Cl)cc1NC(=O)CSc1sc2c(O)cc(=O)[nH]c2c1C#N | 0 | 2.5 | 1.5 | -0.3 | -0.4 | 2.3 | 2 | -2 | 2 | -17 | -0.6 |
| O=C(Cn1cnc2ccccc2c1=O)c1ccc2c(c1)OCCO2 | 8 | 3.2 | 4.4 | 2.2 | -0.4 | 11* | -2 | -3 | -1 | 1 | 2.4 |
| CCOC(=O)c1c(C)c(-c2ccccc2)n(CC(=O)N2CCCC2)c1C | -2 | -1.5 | 0.3 | 1.6 | -1.4 | -2.5 | 3 | 1 | 0 | -4 | 0.8 |
| COc1ccc(C(=O)c2[nH]c(N)c(C(=O)NCCc3c[nH]c4ccccc34)c2-c2c(F)cccc2Cl)cc1 | -6 | -1.0 | . | . | -0.4 | 4.0 | -56 | -5 | -8 | -8 | -2.0 |
| Cc1cc(-c2nc3ccccc3c(=O)o2)ccc1[N+](=O)[O-] | 0 | 0.1 | 1.4 | 0.1 | 0.3 | 5.0 | 7 | -9 | 1 | 9 | 0.4 |
